HP1b chromo inh = HTS for Inhibitors of HP1-beta Chromodomain Interactions with Methylated Histone Tails; AlphaScreen HP1-beta / biotin-H3K9me3 peptide binding; Chromobox protein homolog 1 (Homo sapiens), P83916; Potency, µM (doses to about 114 µM), for inactives: top-dose activity change, negative = inhibition, hits mostly inhibitors; 0.56% of 390,000 active; further: potency means the concentration at half of the fitted maximal effect; nearly all actives have a fitted effect of over 70% in size; inactives centre near 23
Target sequence (P83916 whole entry, looked up): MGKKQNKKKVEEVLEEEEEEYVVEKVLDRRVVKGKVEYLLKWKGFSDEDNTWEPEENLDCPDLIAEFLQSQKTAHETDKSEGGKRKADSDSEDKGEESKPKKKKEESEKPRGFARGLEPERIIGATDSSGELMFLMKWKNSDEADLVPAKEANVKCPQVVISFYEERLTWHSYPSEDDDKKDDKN
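Compound inhibition of the preformed complex between 50 nM HP1-beta and 50 nM biotinylated H3K9me3 peptide was read by AlphaScreen. Buffer was PBS pH 7.4 with 0.01% Tween-20. Incubations ran 30 min at room temperature, with 10 ug/mL donor/acceptor beads.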
PI4K2A inh = qHTS for small molecular inhibitors of PI4K2A; Phosphatidylinositol 4-kinase type 2-alpha (Homo sapiens), Q9BTU6; 0.13% of 420,000 active; activity change, negative = inhibition, % at 76.9 µM; purified PI4K2A, ADP-Glo luminescence, 1 h; hits give low values; AID 1346378, 2018; in the data active means activity change below about -50%; inconclusive means mostly about -30% to -49%;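 further: -100% = wells without enzyme as full effect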
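Compounds are screened against recombinant PI4K2A using PI as substrate and ATP, the latter dispensed at 300 microM. Reactions run one hour at ambient temperature before ADP-Glo detection; full inhibition defined by wells lacking enzyme.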
BAZ2B inh = qHTS Assay for Inhibitors of BAZ2B; Bromodomain adjacent to zinc finger domain protein 2B (Homo sapiens), Q9UIF8; AlphaScreen BAZ2B-H3K14Ac peptide displacement; Potency, µM (highest dose often 114 µM), for the others: top-dose activity change, negative = inhibition, hits mostly inhibitors; 4.4% of 360,000 active; AID 504333, 2011; further: potency means the concentration at half of the fitted maximal effect; on the % scale 0 is the no-effect control and ±100 the full control effect; nearly all actives have a fitted effect of over 60% in size
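AlphaScreen displacement: compounds (up to 110uM) incubated 30 min at room temperature with a preformed 50 nM BAZ2B/50 nM biotinylated H3K14Ac peptide complex in PBS pH 7.4 with Tween-20. Donor and acceptor beads at 10 ug/mL final added, 20 min light-protected before reading.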
RGS4 inhibitor = Inhibitors of Regulator of G Protein Signaling (RGS) 4: qHTS. Regulator of G-protein signaling 4 (Homo sapiens), P49798. Transcreener GDP fluorescence polarization, RGS4-accelerated GTP hydrolysis. Potency, µM (series often up to 114 µM), for the others: top-dose activity change, negative = inhibition, actives largely listed as inhibitors. 0.039% of 390,000 active. AID 504845, 2011; further: potency means the concentration at half of the fitted maximal effect; on the % scale 0 is the no-effect control and ±100 the full control effect; nearly all actives have a fitted effect of over 75% in size; some results filed as inactive show a strong effect at the top dose
Target sequence (P49798 whole entry, looked up): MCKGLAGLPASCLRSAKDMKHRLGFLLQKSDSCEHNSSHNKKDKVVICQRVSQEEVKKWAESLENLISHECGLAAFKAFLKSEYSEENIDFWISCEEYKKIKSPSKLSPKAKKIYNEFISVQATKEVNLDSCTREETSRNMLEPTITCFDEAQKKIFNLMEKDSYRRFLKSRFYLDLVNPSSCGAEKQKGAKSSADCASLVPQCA
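MLSMR compounds (23 nl, pin-transferred) preincubated 10 min at room temperature with a 500nM (2x) first reagent, then RGS4 at 900nM (2x) plus Transcreener GDP mix added; fluorescence polarization (620/688 nm) read before and after 90 min at 30 °C.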
ERG-DNA inh = qHTS for Small Molecule Inhibitors of the ERG Ets/DNA interaction | AID 624246, 2012 | fluorescence polarization, His-ERG Ets domain / labelled DNA | 0.028% of 370,000 active | Transcriptional regulator ERG (Homo sapiens), P11308 | Potency, µM (top dose mostly 76.9 µM), without a hit: at the top dose FP activity, negative = inhibition, hits mostly inhibitors; active means well fitted inhibition curve with a large enough effect in the polarisation, with a control signal flat; inconclusive means small, poorly fitted or top-dose-only effect, or effect the other way, or a change in a side signal; inactive means no such curve, though single readings can be large or run the other way; the % refers to the polarisation;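 further: polarization taken with two DNA probes labelled with fluorescein and Texas red; potency means the concentration at half of the fitted maximal effect; % of control where 0% means no effect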
Target sequence (P11308 whole entry, looked up, the tested form may be a part): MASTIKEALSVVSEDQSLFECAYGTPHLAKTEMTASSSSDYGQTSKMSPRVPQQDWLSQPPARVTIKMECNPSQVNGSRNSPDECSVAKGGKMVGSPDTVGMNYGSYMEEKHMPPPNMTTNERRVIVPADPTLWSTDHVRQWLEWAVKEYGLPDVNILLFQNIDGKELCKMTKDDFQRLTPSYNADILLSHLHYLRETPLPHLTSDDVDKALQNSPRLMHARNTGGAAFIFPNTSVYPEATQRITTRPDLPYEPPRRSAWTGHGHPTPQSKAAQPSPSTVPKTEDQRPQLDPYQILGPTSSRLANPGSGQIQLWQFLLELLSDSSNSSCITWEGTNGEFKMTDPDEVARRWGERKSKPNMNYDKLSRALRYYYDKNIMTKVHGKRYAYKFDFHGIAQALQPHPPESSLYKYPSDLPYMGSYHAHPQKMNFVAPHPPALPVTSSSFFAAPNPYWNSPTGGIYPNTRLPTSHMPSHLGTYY
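His-tagged ERG Ets domain (1 uM in the protein solution; 300mM KCl, 50mM Tris-HCl, 1mM EDTA, 1mM DTT, pH 7.5) received compound, then a probe mix of 5 nM fluorescein-DNA and 100nM Texas-615-DNA. Fluorescence polarization was read for both dyes.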
G9a block = qHTS Assay for Inhibitors of Histone Lysine Methyltransferase G9a; G9a H3K9 monomethylation, AlphaScreen, 2 h; AID 504332, 2011; Histone-lysine N-methyltransferase EHMT2 (Homo sapiens), Q96KQ7; 8.8% of 350,000 active; Potency, µM (series often up to 102 µM), for inactives: at the top dose activity, negative = inhibition, actives largely listed as inhibitors; further: potency means the concentration at half of the fitted maximal effect; on the % scale 0 is the no-effect control and ±100 the full control effect; nearly all actives have a fitted effect of over 75% in size
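Quantitative HTS format: methyltransferase activity on a biotin-tagged H3K9 peptide is measured by AlphaScreen, using a rabbit anti-monomethyl-H3K9 antibody with streptavidin donor and anti-IgG acceptor beads. Final levels are 20 nM enzyme, 500 nM peptide, 20 uM SAM; 2 h RT.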
12-LOX inh = Primary qHTS assay for inhibitors of human arachidonate 12S-lipoxygenase (ALOX12): Round 2 | AID 1671190, 2021 | Potency, µM (series often up to 108 µM), without a hit: at the top dose activity change, negative = inhibition, actives largely listed as inhibitors | 1.1% of 580,000 active | purified 12hLO, xylenol orange hydroperoxide absorbance | Polyunsaturated fatty acid lipoxygenase ALOX12 (Homo sapiens), P18054; further: potency means the concentration at half of the fitted maximal effect; on the % scale 0 is the no-effect control and ±100 the full control effect
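Hydroperoxide product was detected by ferrous iron/xylenol orange as the 573 to 405 nm absorbance ratio. Arachidonic acid at 40 uM (final) was turned over for 30 min at room temperature by 150 nM human 12hLO, pH 7.0 Hepes buffer, after 15 min compound preincubation.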
GLS inhibitor = qHTS for Inhibitors of Glutaminase (GLS) | GLS enzymatic activity, qHTS titration | Potency, µM (highest dose often 45.5 µM), for the others: at the top dose activity change, negative = inhibition, actives largely listed as inhibitors | 0.21% of 410,000 active; further: potency means the concentration at half of the fitted maximal effect; on the % scale 0 is the no-effect control and ±100 the full control effect
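Enzyme dispensed in phosphate buffer (45 mM, pH 8.2, 0.02% Tween-20), compounds pinned in, then 1 mM L-glutamine solution and the glutamate oxidase–HRP–Amplex Red mix added; fluorescence read immediately and again after 30 min at room temperature.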
JMJD2A Tudor inh = qHTS Assay for Inhibitors of JMJD2A-Tudor Domain; Lysine-specific demethylase 4A (Homo sapiens), O75164; AlphaScreen JMJD2A-Tudor / H3K4me3 peptide binding; Potency, µM (titrated, usually from 114 µM), for the others: at the highest dose activity change, negative = inhibition, usual class: inhibitors; 4.4% of 390,000 active; further: potency means the concentration at half of the fitted maximal effect; on the % scale 0 is the no-effect control and ±100 the full control effect; nearly all actives have a fitted effect of over 50% in size
Starred values were filed as active, the others as inactive; [ ] = remark or other dose. Unless noted, the call rests on the fitted dose curve; in most records, active means well fitted curve in the direction sought with a large enough effect; inconclusive means small, poorly fitted or top-dose-only effect, or another doubt; inactive means no such curve, though single readings can be large; an effect the other way counts as inactive or inconclusive.

Results for CCC(CC)NC(=O)c1cccc(Oc2ccccc2)c1 ?
HP1b chromo inh: 59%[activator]; PI4K2A inh: 5; BAZ2B inh: 34%; RGS4 inhibitor: -21%; ERG-DNA inh: -7%; G9a block: -3%; 12-LOX inh: inconclusive; GLS inhibitor: -7%; JMJD2A Tudor inh: 6%

What do the screens show for `CN(C)S(=O)(=O)c1cccc(NC(=O)CCc2nc3sc4c(c3c(=O)[nH]2)CCCC4)c1`?
HP1b chromo inh: 19%; PI4K2A inh: 7; BAZ2B inh: -6%; RGS4 inhibitor: 28%; ERG-DNA inh: 8%; G9a block: -2%[12.7 µM]; 12-LOX inh: 249%[activator]; GLS inhibitor: -3%; JMJD2A Tudor inh: -19%

Results for O=C(Nc1ccc(CN2CCOCC2)cc1)c1cccc(-c2cc3ccccc3oc2=O)c1 ?
HP1b chromo inh: 15%; PI4K2A inh: 0; BAZ2B inh: 79µM*; RGS4 inhibitor: -35%; ERG-DNA inh: 7%; G9a block: inconclusive; 12-LOX inh: -9%; GLS inhibitor: -17%; JMJD2A Tudor inh: -25%

Results for O=C(CN1N=C(c2ccccc2)CCC1=O)NCc1ccccc1 ?
HP1b chromo inh: 21%; PI4K2A inh: 1; BAZ2B inh: -27%; RGS4 inhibitor: 12%; ERG-DNA inh: 1%; G9a block: -47%[59 µM]; 12-LOX inh: 44%[activator]; GLS inhibitor: 5%; JMJD2A Tudor inh: -8%

Results for CCCCSc1nn[nH]n1 ?
HP1b chromo inh: 13%; PI4K2A inh: -1; BAZ2B inh: -37%; RGS4 inhibitor: 7%; G9a block: -27%; 12-LOX inh: 16%; GLS inhibitor: 1%; JMJD2A Tudor inh: -11%

How did O=C(c1ccc(Cl)nc1)N1CCc2ccccc2C1 do in these assays?
HP1b chromo inh: 27%; PI4K2A inh: 4; BAZ2B inh: 3%; RGS4 inhibitor: -9%; ERG-DNA inh: 1%; G9a block: 12%; 12-LOX inh: 2%; GLS inhibitor: -1%; JMJD2A Tudor inh: -3%

What do the screens show for `Cc1cccc(-n2ncc3c(N4CCOCC4)ncnc32)c1`?
HP1b chromo inh: 37%; PI4K2A inh: inconclusive; BAZ2B inh: -1%; RGS4 inhibitor: -13%; ERG-DNA inh: 8%; G9a block: inconclusive; 12-LOX inh: 12%; GLS inhibitor: 3%; JMJD2A Tudor inh: -9%

How did CCc1ccc(-n2nc(CO)c(C(=O)NCC(c3ccccc3)c3ccccc3)n2)cc1 do in these assays?
HP1b chromo inh: 21%; PI4K2A inh: -3; BAZ2B inh: -2%; RGS4 inhibitor: 0%; ERG-DNA inh: -4%; G9a block: 3%[59 µM]; 12-LOX inh: -8%; GLS inhibitor: 2%; JMJD2A Tudor inh: -2%

What do the screens show for `COc1ccccc1NC(=O)c1ccccc1N(Cc1ccccc1)S(C)(=O)=O`?
HP1b chromo inh: 35%; PI4K2A inh: 2; BAZ2B inh: -6%; RGS4 inhibitor: -3%; ERG-DNA inh: -17%; G9a block: 2%[59 µM]; 12-LOX inh: 1%; GLS inhibitor: -6%; JMJD2A Tudor inh: 4%

How did NC(=O)C1CCN(c2nc3ccccc3nc2NS(=O)(=O)c2ccc(Br)cc2)CC1 do in these assays?
HP1b chromo inh: 0%; PI4K2A inh: -4; RGS4 inhibitor: 9%; ERG-DNA inh: 0%; 12-LOX inh: -27%; GLS inhibitor: 2%; JMJD2A Tudor inh: -16%

What do the screens show for `CCCN(CC(=O)Nc1ccccc1C)C(=O)c1cccc(S(=O)(=O)N2CCc3ccccc3C2)c1`?
HP1b chromo inh: 47%[activator]; PI4K2A inh: 6; BAZ2B inh: -20%; RGS4 inhibitor: -7%; ERG-DNA inh: -13%; G9a block: -11%; 12-LOX inh: 441%[activator]; GLS inhibitor: -14%; JMJD2A Tudor inh: -14%

What do the screens show for `O=c1cc(CSc2nnc(COc3ccccc3Cl)o2)nc2sccn12`?
HP1b chromo inh: 20%; PI4K2A inh: -1; BAZ2B inh: inconclusive; RGS4 inhibitor: -9%; G9a block: inconclusive; 12-LOX inh: -24%; GLS inhibitor: -1%; JMJD2A Tudor inh: -12%

Results for Cc1ccc(-c2nc3ncccn3c2NC2CCCCC2)o1 ?
HP1b chromo inh: -8%; PI4K2A inh: 3; BAZ2B inh: -11%; RGS4 inhibitor: -13%[11.4 µM]; ERG-DNA inh: -3%; G9a block: inconclusive; 12-LOX inh: 2%; GLS inhibitor: -4%; JMJD2A Tudor inh: -22%[57.1 µM]

Results for CCCCC(CC)C(=O)Nc1ccc(C#N)cc1 (stereo unspecified) ?
HP1b chromo inh: 12%; PI4K2A inh: -4; BAZ2B inh: -4%; RGS4 inhibitor: -8%; ERG-DNA inh: 4%; G9a block: 0%[12.7 µM]; 12-LOX inh: -27%; GLS inhibitor: -6%; JMJD2A Tudor inh: 6%

What do the screens show for `CCOc1ccccc1N(C(=O)c1snc(C(N)=O)c1N)C(CC)C(=O)NC1CCCC1` (stereo unspecified)?
HP1b chromo inh: 27%; PI4K2A inh: -2; BAZ2B inh: 3%; RGS4 inhibitor: -18%; ERG-DNA inh: -6%; G9a block: 29%[59 µM]; 12-LOX inh: -8%; GLS inhibitor: 0%; JMJD2A Tudor inh: -17%

What do the screens show for `COc1ccc2oc3cc(C)[n+]([O-])c(-c4ccc(Cl)cc4)c3c2c1`?
HP1b chromo inh: 20%; PI4K2A inh: 4; BAZ2B inh: -2%; RGS4 inhibitor: -5%; ERG-DNA inh: -10%; G9a block: 1%; 12-LOX inh: -19%; GLS inhibitor: 0%; JMJD2A Tudor inh: -26%

How did Cc1ccc(OCc2nnc(-c3ccccc3)o2)cc1 do in these assays?
HP1b chromo inh: 61%[activator]; PI4K2A inh: -3; BAZ2B inh: 140%[activator]; RGS4 inhibitor: -5%; ERG-DNA inh: 0%; G9a block: 60%[activator][59 µM]; 12-LOX inh: -7%; GLS inhibitor: 3%; JMJD2A Tudor inh: 54%[activator]

Results for CCOC(=O)c1c(C)n(CC(O)CN(CC)CC)c2cc(Br)c(OC)cc12 (stereo unspecified) ?
HP1b chromo inh: 41%[activator]; PI4K2A inh: -1; BAZ2B inh: -9%; RGS4 inhibitor: -11%; ERG-DNA inh: -4%; G9a block: -9%; 12-LOX inh: -5%; GLS inhibitor: 1%; JMJD2A Tudor inh: -11%

What do the screens show for `O=C1c2ccccc2C(=O)N1OCCOCCOCCON1C(=O)c2ccccc2C1=O`?
HP1b chromo inh: 36%; PI4K2A inh: 0; BAZ2B inh: 2%; RGS4 inhibitor: 20%[56.9 µM]; ERG-DNA inh: 1%; G9a block: -8%[12.7 µM]; 12-LOX inh: inconclusive; GLS inhibitor: 1%; JMJD2A Tudor inh: -8%[57.1 µM]

Results for CCN1C(=O)/C(=C\N2CCN(c3cccc(Cl)c3)CC2)SC1=S ?
HP1b chromo inh: 3%; PI4K2A inh: -2; BAZ2B inh: inconclusive; RGS4 inhibitor: -15%; ERG-DNA inh: -3%; G9a block: inconclusive; 12-LOX inh: 0%; GLS inhibitor: -4%; JMJD2A Tudor inh: inconclusive

What do the screens show for `Cc1cc(C)c2nc(C(F)(F)F)nc(NCCCN3CCOCC3)c2c1`?
HP1b chromo inh: 1%; PI4K2A inh: 5; BAZ2B inh: 6%; RGS4 inhibitor: 21%; ERG-DNA inh: -8%; G9a block: 8%; 12-LOX inh: inconclusive; GLS inhibitor: 1%; JMJD2A Tudor inh: -13%

How did CCN(CC)C(=O)c1sc2nc(-c3ccc(OC)cc3)cn2c1C do in these assays?
HP1b chromo inh: -4%; PI4K2A inh: -1; BAZ2B inh: -39%; RGS4 inhibitor: 6%; ERG-DNA inh: -1%; G9a block: inconclusive; 12-LOX inh: -13%; GLS inhibitor: 7%; JMJD2A Tudor inh: -19%

What do the screens show for `CCC(=O)NNc1nc2c(F)cc(F)cc2s1`?
HP1b chromo inh: 52%[activator]; PI4K2A inh: 4; BAZ2B inh: -11%; RGS4 inhibitor: -23%; ERG-DNA inh: 2%; G9a block: -29%; 12-LOX inh: 1%; GLS inhibitor: 38%[activator]; JMJD2A Tudor inh: -12%

What do the screens show for `Cc1ccc(S(=O)(=O)N2CCC(=O)N(C(COCc3ccc(Cl)cc3)Cc3ccccc3)CC2)cc1` (stereo unspecified)?
HP1b chromo inh: 34%; PI4K2A inh: -2; BAZ2B inh: -14%; RGS4 inhibitor: -8%; ERG-DNA inh: 3%; G9a block: inconclusive; 12-LOX inh: -8%; GLS inhibitor: -1%; JMJD2A Tudor inh: -13%

What do the screens show for `CC(=O)c1ccc(NC(=O)C2CCCN2S(=O)(=O)c2ccc(C)cc2)cc1` (stereo unspecified)?
HP1b chromo inh: 31%; PI4K2A inh: -2; BAZ2B inh: -1%; RGS4 inhibitor: -14%; ERG-DNA inh: -5%; G9a block: 27%; 12-LOX inh: 4%; GLS inhibitor: -4%; JMJD2A Tudor inh: -20%

Not all compounds are listed, so the mix of outcomes need not match the whole.
